CCHF vOTU inh – CCHFV vOTU protease inhibition | Pep-AMC fluorescence | inhibition, % at 11.5 µM | hit rate 0.55% among 370,000 | AID 651958; further: 0% = vehicle wells with enzyme and 100% = no enzyme wells
BioA inh – BioA (M. tuberculosis) enzyme inhibition; AID 602481; inhibition, % at 9.99 µM; purified M. tuberculosis BioA enzyme, plate reader; hit rate 0.096% among 360,000; in the data active means inhibition above about 40%
BoNT F protease – BoNT F light chain protease inhibition. Multiplex microsphere protease cleavage assay, flow cytometry. inhibition, % at 10 µM. hit rate 0.22% among 360,000; in the data active means inhibition above about 35%, passing the limit was not always enough; further: plate controls were buffer without enzyme for full effect and enzyme alone for no effect
Mtb UGM inh – inhibitors of M. tuberculosis UDP-galactopyranose mutase | P9WIQ1 | purified UGM, fluorescence polarization probe displacement | inhibition, % at 10 µM | hit rate 0.06% among 320,000; in the data active means inhibition above about 10%, passing the limit was not always enough
Target sequence (P9WIQ1 whole entry, looked up): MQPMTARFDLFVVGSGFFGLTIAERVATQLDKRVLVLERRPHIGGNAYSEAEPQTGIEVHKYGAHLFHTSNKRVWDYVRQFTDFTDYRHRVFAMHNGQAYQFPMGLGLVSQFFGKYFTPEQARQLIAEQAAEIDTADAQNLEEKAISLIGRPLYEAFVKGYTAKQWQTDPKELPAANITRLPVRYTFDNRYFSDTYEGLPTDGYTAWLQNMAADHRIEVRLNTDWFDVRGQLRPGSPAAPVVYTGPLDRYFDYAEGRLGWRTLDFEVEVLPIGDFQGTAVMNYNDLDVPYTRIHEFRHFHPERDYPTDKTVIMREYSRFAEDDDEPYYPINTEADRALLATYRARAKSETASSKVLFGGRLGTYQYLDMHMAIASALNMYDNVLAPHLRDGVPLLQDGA
PrPC surface inh – reduces human prion protein on the cell surface; hit rate 0.43% among 370,000; cell surface PrPC, TR-FRET read-out; inhibition, % at 13.8 µM; AID 720596; P04156; in the data active means inhibition above about 24%; further: 0% = median of the test wells and 100% = reference compound wells
BoNT A protease – BoNT A light chain protease inhibition; multiplex microsphere protease substrate cleavage, flow cytometry; inhibition, % at 10 µM; hit rate 0.17% among 360,000; AID 588499; in the data active means inhibition above about 30%; further: plate controls were buffer without enzyme for full effect and enzyme alone for no effect
FadD28 binding – inhibitors of Mycobacterium tuberculosis FadD28 bisubstrate binding; FadD28 bisubstrate probe binding, fluorescence polarization; inhibition, % at 12.5 µM; hit rate 0.22% among 360,000; in the data active means inhibition above about 8.5%, passing the limit was not always enough
GDH-TPI counter – inhibits GDH-TPI coupling enzymes, artifact for Mtb FBA screen | inhibition, % at 4.8 µM | hit rate 1.2% among 360,000 | GDH-TPI coupled enzyme counterscreen, NADH absorbance;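 further: 0% = DMSO wells and 100% = wells lacking the enzyme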
Mtb FBA inh – Mtb fructose-bisphosphate aldolase inhibition; P9WQA3; purified M. tuberculosis FBA, fluorescence read-out; inhibition, % at 1 µM; hit rate 2.3% among 360,000; AID 588726; in the data active means inhibition above about 27%;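 further: 0% = vehicle and 100% = reference inhibitor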
Target sequence (P9WQA3 whole entry, looked up): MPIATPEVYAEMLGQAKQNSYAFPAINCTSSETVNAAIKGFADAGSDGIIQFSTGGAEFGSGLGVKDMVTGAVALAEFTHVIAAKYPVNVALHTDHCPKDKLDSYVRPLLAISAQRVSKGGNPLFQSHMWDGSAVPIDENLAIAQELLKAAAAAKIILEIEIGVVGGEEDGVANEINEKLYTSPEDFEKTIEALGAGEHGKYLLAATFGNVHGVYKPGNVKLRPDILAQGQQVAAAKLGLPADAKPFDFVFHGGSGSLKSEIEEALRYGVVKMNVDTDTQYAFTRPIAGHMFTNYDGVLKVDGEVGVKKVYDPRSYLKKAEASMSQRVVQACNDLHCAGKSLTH
An asterisk follows results filed as active; x = no result given. Unless noted, no stated cut-off is given here; in the data, active means inhibition above about 30%; inactive means the rest.

Results follow in this order: GDH-TPI counter	BioA inh	BoNT A protease	Mtb UGM inh	CCHF vOTU inh	Mtb FBA inh	PrPC surface inh	BoNT F protease	FadD28 binding
- CC(C)C[C@H](NC(=O)C1(c2ccccc2)CCN(C(=O)OC(C)(C)C)CC1)C(=O)N1CCC[C@H]1C(=O)O
→ 10	-1.0	0.5	1.3	24	-1	-3	-8	0.0
- O=c1[nH]c(-c2cccs2)nc2ccccc12
→ 21	-1.3	-0.4	-1.4	2	2	6	-18	0.5
- COc1ccc(CN(CCCN2CCOCC2)C(=O)Nc2cccc(Cl)c2)cc1OC
→ 4	0.3	-0.3	-2.3	-3	3	-8	-2	-1.1
- Cc1cccc(NC(=O)CCCNC(=O)c2ccc(Cl)cc2)n1
→ -4	-1.0	-1.6	-2.6	-5	2	0	1	-0.9
- O=C(CCCN1C(=O)/C(=C/c2cccc(Br)c2)SC1=S)NCCCN1CCOCC1
→ 14	-0.6	1.9	-0.9	-5	-5	6	-2	-4.6
- Cc1ccc(S(=O)(=O)N(CC(O)CN(C)C)c2ccccc2)cc1 (stereo not drawn)
→ -1	-0.4	-1.3	1.8	-1	1	-12	-4	-0.5
- Cc1ccc2c(Cl)cc(Cl)c(OCC(=O)OCC(=O)Nc3ccc(C#N)cc3)c2n1
→ -3	-2.2	-0.8	1.3	1	2	3	-4	-4.6
- O=C(NCc1cccc(Br)c1)C1CC(c2ccccc2[N+](=O)[O-])=NO1 (stereo not drawn)
→ 2	-0.8	-0.1	0.8	5	-4	-17	-2	-1.2
- CSc1ccccc1C(=O)C1CCCN(C(=O)NC(C)C)C1 (stereo not drawn)
→ 3	-1.0	0.0	1.6	-6	1	7	2	-0.3
- COc1ccccc1-c1nc(C(=O)NCC2CCCO2)cc2c1[nH]c1ccccc12 (stereo not drawn)
→ 7	-0.8	0.1	2.4	x	24	x	7	-4.7
- COc1ccc(S(=O)(=O)N(CC(=O)N2CCN(C)CC2)c2ccc(C)cc2)cc1Br
→ 0	0.3	12	x	1	-2	-2	7	-4.0
- O=C(c1cc2nc(-c3ccco3)cc(C(F)(F)F)n2n1)N1CCN(c2ccccn2)CC1
→ 4	x	0.3	1.9	11	0	0	4	-3.1
- Cc1nc(NC(=O)COC(=O)CNC(=O)c2ccco2)c(Cl)cc1Cl
→ -9	-2.3	-0.8	-3.9	-14	-1	2	-11	-3.1
- CCOC(=O)N1CCN(C(=O)CS(=O)(=O)c2cn(Cc3ccc(F)cc3)c3ccccc23)CC1
→ 0	-1.8	0.1	-1.8	10	1	7	0	-2.5
- CCc1cc(C(=O)OC)c(NC(=O)c2ccoc2C)s1
→ 15	-0.5	4.5	0.0	-9	5	-4	-3	0.5
- COCCNC(=O)C(c1ccc(C)o1)N(Cc1ccco1)C(=O)c1snc(C(N)=O)c1N (stereo not drawn)
→ 10	0.1	x	0.2	3	8	-9	x	-4.0
- COc1cccc(C(=O)N(c2ccc(OC)cc2OC)C2C=CS(=O)(=O)C2)c1 (stereo not drawn)
→ 13	-3.2	-0.3	-0.9	7	0	-4	6	-0.9
- CCOc1cc(S(=O)(=O)NCCCN2CCOCC2)c(C)cc1C
→ -4	-0.4	-1.4	-3.5	10	2	-5	-8	-3.0
- CC(=O)NC1CCCC(NC(C)=O)C1 (stereo not drawn)
→ -5	-0.4	0.3	x	-6	2	5	2	0.1
- COc1ccc(Cc2noc(-c3ccc([N+](=O)[O-])cc3)n2)cc1OC
→ 0	x	-0.6	-1.7	9	3	-25	-16	2.3
- O=S(=O)(c1ccc(Cl)cc1)N1CCNCC1
→ 1	x	-2.1	0.3	-4	6	4	-9	-0.8
- O=C(NCc1cccs1)c1ccc(Cl)c(S(=O)(=O)N2CCOCC2)c1
→ -1	0.7	0.0	x	19	-3	14	2	0.8
- Cc1cc(C)n(-c2nnc(C)n2N)n1
→ -2	-0.6	-0.7	1.6	1	1	6	-5	-0.6
- O=C(Nc1ccc(F)cc1)Nc1nnc(COc2ccccc2F)s1
→ 4	x	-0.3	0.3	18	-1	10	1	-3.7
- CN1CC(=O)Nc2ccc([N+](=O)[O-])cc2C1=O
→ 11	-2.0	1.8	0.5	4	0	-15	-5	-1.2
- O=C1CSC(=S)N1N=Cc1c(F)cccc1Cl
→ 9	-0.6	-0.1	x	1	0	1	7	-0.5
- O=C(COC(=O)c1ccc(Cl)c(S(=O)(=O)N2CCOCC2)c1)NCc1ccco1
→ 1	0.8	0.8	3.3	-8	3	-4	1	0.3
- O=C(c1ccncc1)N1CCN(S(=O)(=O)c2ccc(OC(F)(F)F)cc2)CC1
→ -7	-0.3	1.1	-0.8	-5	-3	7	-4	-2.6
- CC(C)CCC1(CCO)C(=O)NC(=S)NC1=O
→ 12	-2.3	-0.6	x	1	2	8	1	-1.0
- Cc1cc(C(=O)N2CCCCCC2)cs1
→ 6	x	-0.7	0.0	12	0	2	-2	-3.7

(further entries)
Results follow in this order: GDH-TPI counter	BioA inh	BoNT A protease	Mtb UGM inh	CCHF vOTU inh	Mtb FBA inh	PrPC surface inh	BoNT F protease	FadD28 binding
- Cc1cc(NC(=O)CSc2ncccn2)no1
→ 11	-2.2	-0.2	1.5	2	1	-1	-8	-1.7
- O=C(CCCOc1ccccc1)Nc1ccncc1
→ 12	4.0	-0.1	0.2	-10	1	5	-4	-0.3
- CC1CC(=O)c2cnc(N)nc2C1 (stereo not drawn)
→ 6	0.0	-1.6	-0.7	-4	-2	7	-4	-2.8
- COc1ccc(-n2c(SCC(=O)C(C)(C)C)nc3ccsc3c2=O)cc1
→ 20	0.1	-2.2	0.6	-4	-3	-4	-4	0.2
- Cc1ccc(/C=N/Nc2nc(Cl)c(Cl)cc2Cl)s1
→ 31*	-1.3	-0.2	-0.3	6	1	9	-18	-0.1
- CCOc1ccc(CCNC(=O)CN2C(=O)NC3(CCCc4ccccc43)C2=O)cc1OCC (stereo not drawn)
→ -1	x	0.6	0.6	-9	0	-8	-2	-2.9
- CCOc1ccc(NC(=O)/C=C/c2ccccc2)c([N+](=O)[O-])c1
→ 9	x	0.1	0.7	-5	0	2	-4	0.3
- CCOc1ccc(NC(=O)C2CCCN(c3nn4c(=O)cc(C)nc4s3)C2)cc1 (stereo not drawn)
→ -14	-0.3	-0.6	2.8	8	-3	-3	3	-4.5
- O=[N+]([O-])c1cccc(NC(=S)N2CCc3ccccc3C2)c1
→ -11	x	1.3	2.3	-1	0	-1	-1	-5.8
- COc1ccc(/C=C/c2ccc3cccc(O)c3n2)c(OC)c1OC
→ 25	0.2	1.1	-2.0	9	-1	-21	-27	-1.1
- CCCCNC(=O)c1ccc(C)c(NC(=O)C2=C(C)OCCS2)c1
→ 3	-0.4	2.0	0.1	-13	5	1	-7	0.8
- Cc1ccc(-n2c(-c3ccncc3)n[nH]c2=S)cc1C
→ 6	1.4	-1.4	1.0	7	-1	3	-6	-2.8
- O=C(OC(c1ccccc1)c1nccc2ccccc12)c1cc([N+](=O)[O-])cc([N+](=O)[O-])c1 (stereo not drawn)
→ 0	-1.4	-0.6	2.1	11	-2	-36	3	-4.2
- CCOC(=O)C(C)c1ccc2cc(OC)ccc2c1 (stereo not drawn)
→ -1	-1.6	0.0	1.1	2	0	-2	10	-4.1
- Cc1ccccc1Nc1nc(N)nc(COC(=O)c2ccco2)n1
→ 4	-0.1	-0.5	2.2	-9	-1	1	1	0.9
- COC(=O)c1c(C)c(OC(=O)c2c(C)cc(O)c(C=O)c2O)cc(C)c1O
→ 3	0.0	-0.1	-0.9	x	-1	x	5	-2.1
- COc1ccc(NC(=O)CCCc2nnc3n(C)c(=O)c4sccc4n23)cc1
→ 6	0.5	-0.8	-2.3	8	-5	3	-7	-4.3
- Cc1cc(C(=O)N/N=C/c2cc(Cl)cc([N+](=O)[O-])c2O)n[nH]1
→ 3	x	-1.0	2.6	-3	-5	-1	-8	-0.2
- CCc1nc2oc(C(=O)c3ccccc3)c(N)c2c2c1COC(C)(C)C2
→ -1	x	1.3	2.2	4	3	-6	-1	0.7
- CCOc1cc(CNCCCN2CCOCC2)ccc1OCC(=O)NC(C)(C)C
→ 4	-0.9	-0.3	0.6	3	7	-11	-8	0.5
- CC(C)c1ccc(NC(=O)[C@@H]2CCC(=O)N2C2OC(=O)c3ccccc32)cc1 (stereo partly drawn)
→ 5	-0.8	-0.1	1.8	-1	7	-2	-4	-0.2
- O=C(Nc1ccc(C(=O)N2CCOCC2)cc1)c1cc(-c2cccnc2)nc2ccc(Br)cc12
→ 5	x	-1.5	2.5	16	3	3	-5	-4.5
- Cc1c(NS(=O)(=O)c2ccc(N3CCN(C)CC3)c([N+](=O)[O-])c2)c(=O)n(-c2ccccc2)n1C
→ 2	x	0.0	4.5	-10	-2	-6	-3	-0.1
- O=S(=O)(c1ccc(S(=O)(=O)N2CCN(C/C=C/c3ccccc3)CC2)cc1)N1CCCC1
→ -7	-0.1	-0.4	0.5	4	-6	2	-10	-2.9
- CC(C)C[C@H]1CN=C(Nc2ccccc2)N1CC1CCCCC1
→ 1	-2.5	-0.7	2.2	9	0	-6	-15	-1.9
- CC(C)CNC(=O)C(=O)Nc1cc2c3c(c1)CCC(=O)N3CCC2
→ 13	-2.4	-1.1	-3.3	-4	4	6	-8	-1.2
- Cc1cccc(Nc2nc(N3CCCCC3)nc(N3CCCCC3)n2)c1
→ 7	-0.8	-3.8	-0.2	-11	-4	-6	-29	-4.5
- Cc1noc(C)c1Cc1ccc(O)cc1
→ -7	x	0.6	-0.5	-1	-10	4	19	-4.8
- COc1ccc(NC(=O)c2ccc(Cc3ccc(C)cc3)o2)cc1
→ 10	8.4	-1.8	-0.4	13	0	8	-13	0.4
- COc1cc(CNc2ccc(N3CCN(C(C)=O)CC3)cc2)ccc1OCc1ccc(F)cc1
→ 3	x	-0.5	2.4	16	-3	-18	-11	-2.7

Further records follow.
Results follow in this order: GDH-TPI counter	BioA inh	BoNT A protease	Mtb UGM inh	CCHF vOTU inh	Mtb FBA inh	PrPC surface inh	BoNT F protease	FadD28 binding
- COc1ccc(CCN(C)Cc2nc(Cc3ccc(OC)c(OC)c3)no2)cc1OC
→ 15	0.6	0.2	-0.1	-16	-1	-7	0	-0.7
- COc1ccc(Cl)cc1C(=O)NNC(=O)CCNC(=O)c1ccccc1
→ 11	-2.0	-0.4	x	-3	-1	2	11	0.2
- C=CCn1c(SCC(=O)Nc2cccc(S(N)(=O)=O)c2)nc2sc(C)c(C)c2c1=O
→ 8	4.0	-4.5	-0.1	11	1	-2	-1	-0.4
- O=C(Nc1cccc(NC(=O)c2ccccc2Cl)c1)c1ccco1
→ 8	1.7	-0.7	-0.5	2	0	-2	-2	-5.2
- Cc1cccc(C(=O)N2CCN(Cc3ccc4c(c3)OCO4)CC2)c1
→ 2	1.4	-0.6	-1.0	2	4	-6	-6	-2.3
- COc1ccc(NC(=S)NC(C)C(c2ccccc2)N2CCOCC2)cc1 (stereo not drawn)
→ 4	x	0.7	-1.8	-7	3	1	-7	-2.2
- COc1ccc(S(=O)(=O)NC2CCCC2)c(Cl)c1Cl
→ 8	-0.3	0.3	0.0	-5	0	-3	5	-9.2
- COc1cc(NC(=O)C2=C(C)OCCS2)c(Cl)cc1C(=O)NCCCN1CCCC(C)C1 (stereo not drawn)
→ 2	-3.6	-0.3	x	1	2	-3	-5	-1.0
- O=C(Nc1nncs1)C1CC(=O)N(C2CCCC2)C1 (stereo not drawn)
→ 1	0.4	-1.2	-0.2	1	-1	-6	1	-3.4
- CN(C(=O)c1cccc(NC(=O)Cc2ccc(NC(=O)C3CCN(C(=O)C4CCCCC4)CC3)cc2)c1)C1CCCC1
→ 9	2.6	0.1	x	-3	-2	7	-1	-4.1
- Cc1ccc(OCC(=O)Nc2ccc(C)c(S(=O)(=O)N3CCCCCC3)c2)c([N+](=O)[O-])n1
→ 16	x	0.7	-0.8	1	0	-8	-2	4.9

Compound profiles (already shown).
COc1ccc(S(=O)(=O)NC2CCCC2)c(Cl)c1Cl reads GDH-TPI counter = 8; BioA inh = -0.3; BoNT A protease = 0.3; Mtb UGM inh = 0.0; CCHF vOTU inh = -5; Mtb FBA inh = 0; PrPC surface inh = -3; BoNT F protease = 5; FadD28 binding = -9.2
O=C(Nc1nncs1)C1CC(=O)N(C2CCCC2)C1 (stereo not drawn) reads GDH-TPI counter = 1; BioA inh = 0.4; BoNT A protease = -1.2; Mtb UGM inh = -0.2; CCHF vOTU inh = 1; Mtb FBA inh = -1; PrPC surface inh = -6; BoNT F protease = 1; FadD28 binding = -3.4
COc1cc(NC(=O)C2=C(C)OCCS2)c(Cl)cc1C(=O)NCCCN1CCCC(C)C1 (stereo not drawn) reads GDH-TPI counter = 2; BioA inh = -3.6; BoNT A protease = -0.3; Mtb UGM inh = x; CCHF vOTU inh = 1; Mtb FBA inh = 2; PrPC surface inh = -3; BoNT F protease = -5; FadD28 binding = -1.0

Bioassay records: PubChem, several laboratories
